# ANO1 activ – activates or potentiates the mouse TMEM16A chloride channel; Q8BHY3; HEK293 TMEM16A/YFP-H148Q/I152L, iodide quench fluorescence; active compounds read low; B-score at 10 µM; 0.3% of 340,000 active;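 active means fluorescence-ratio B-score plate-corrected deviation score at least 3 library SD below zero, with starting fluorescence score within 5 deviations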;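 further: channel opened by trigger with iodide after compound preincubation; score built on the fluorescence ratio of max minus min over baseline; more negative score means more quench and so TMEM16A activation or potentiation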
# TRPC4 agonist – activators of mouse TRPC4 channel; 0.49% of 310,000 active; B-score at 10 µM; Q9QUQ5; HEK293 TRPC4beta/mu-opioid, Fluo4 calcium fluorescence; active compounds read high;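 active means B-score above 5 SD of library B-scores, and initial fluorescence ratio not above library mean plus 5 SD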;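 further: positive B-score marks a calcium rise read as TRPC4 activation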
#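 Test system: HEK293 cells stably co-expressing mouse TRPC4beta and mu-opioid receptor | Schedule: Fluo4 dye loading 45 min at room temperature, 110 s recording | Measured by: Kinetic Fluo4 calcium fluorescence, 5 s baseline at 1 Hz | Evaluation: B score of integrated ratio | Controls: Buffer (low) and maximal DAMGO (high)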
# TRPC4 PAM – allosterically enhances the mouse TRPC4 cation channel; HEK293 TRPC4beta/mu-opioid, DAMGO EC20, Fluo-4 Ca2+ flux; active compounds read high; Q9QUQ5; B-score at 10 µM; AID 2227; 0.42% of 310,000 active;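 active means B-score of calcium response area above 5 SD of library B-scores, with initial fluorescence ratio within 5 SD of library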;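 further: B-score of integrated fluorescence ratio over time as area under calcium response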
# MrgX1 antag – human MrgX1 receptor antagonism, primary screen; AID 588676; B-score at 10 µM; MRGX1-HEK293 calcium flux, Fluo-4, BAM8-22 antagonism; active compounds read low; Q96LB2; 1.3% of 310,000 active;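 active means calcium-response B-score plate-corrected more than 3 library SD below zero, starting fluorescence within 5 deviations, no agonist response on first addition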;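 further: peak minus trough fluorescence over baseline after final BAM8-22 challenge near maximal dose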
# Target sequence (Q96LB2 whole entry, looked up): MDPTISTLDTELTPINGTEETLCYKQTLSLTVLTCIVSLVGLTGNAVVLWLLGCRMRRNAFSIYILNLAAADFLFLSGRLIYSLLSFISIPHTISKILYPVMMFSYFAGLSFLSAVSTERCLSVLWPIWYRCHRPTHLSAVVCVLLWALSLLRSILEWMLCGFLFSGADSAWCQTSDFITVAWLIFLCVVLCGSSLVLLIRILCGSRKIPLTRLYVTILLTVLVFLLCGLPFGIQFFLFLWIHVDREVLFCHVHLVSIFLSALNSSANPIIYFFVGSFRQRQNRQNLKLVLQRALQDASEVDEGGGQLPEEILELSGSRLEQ
# MrgX1 PAM – human MrgX1 positive allosteric modulation, primary screen. Q96LB2. MrgX1-HEK293, Fluo-4 calcium flux, FDSS; active compounds read high. B-score at 10 µM. 0.63% of 310,000 active. AID 588675;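 active means plate-corrected calcium response at least 3 library SD above typical, normal starting fluorescence, not activating the receptor alone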;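 further: compound read alongside a low EC10 to EC30 dose of BAM8-22 agonist; peak minus trough fluorescence over baseline measured at the second addition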
# TRPC6 activator – activates the mouse TRPC6 cation channel. Q61143. HEK293-TRPC6 membrane potential dye fluorescence; active compounds read high. B-score at 10 µM. 0.13% of 310,000 active. AID 2550;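 active means B-score of the integrated fluorescence ratio above library mean plus 3 SD, and starting fluorescence ratio within library mean plus 5 SD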;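 further: higher score means more depolarization so channel activation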
# TRPC4 block – TRPC4 (mouse) channel inhibition; Q9QUQ5; HEK293 TRPC4beta/mu-opioid, DAMGO-evoked Fluo4 calcium flux; active compounds read low; B-score at 10 µM; 0.39% of 300,000 active;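 active means B-score over 3 SD under the library average, no early fluorescence shift, positive overall ratio signal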
#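 Material: HEK293 cells with stable TRPC4beta plus mu-opioid receptor expression; probe or stimulus: DAMGO in two steps, submaximal then maximal; technique: Fluo4 calcium fluorescence by kinetic imaging, 5 s 1 Hz baseline; measure: integrated fluorescence ratio relative to baseline, converted to per-well B score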
# RGS4 inh – inhibitors of human RGS4 | P49798 | HEK293 M3R/RGS4 inducible, Fluo-4 calcium flux; active compounds read high; triggered by carbachol at its EC20 | B-score at 10 µM | 0.45% of 310,000 active | AID 463165;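 active means B-score, a plate-corrected calcium signal, over three deviations above library mean, with baseline fluorescence within five deviations of library mean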;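 further: RGS4 expression induced by doxycycline in cells with stable M3 receptor; B-score is computed from the integrated fluorescence ratio over baseline after carbachol; higher B-score means a larger calcium signal and so more RGS4 inhibition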
# Target sequence (P49798 whole entry, looked up): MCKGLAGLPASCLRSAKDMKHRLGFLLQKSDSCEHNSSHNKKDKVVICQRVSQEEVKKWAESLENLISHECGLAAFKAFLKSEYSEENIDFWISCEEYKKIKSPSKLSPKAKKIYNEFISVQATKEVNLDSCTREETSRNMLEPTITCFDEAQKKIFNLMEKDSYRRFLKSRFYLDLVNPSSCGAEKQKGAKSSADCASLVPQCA
# ANO1 block – blocks the mouse calcium-activated chloride channel TMEM16A. Q8BHY3. HEK293 TMEM16A/YFP iodide influx fluorescence, ionomycin. normalized B-score (activity score, 25-100; higher = stronger inhibition) at 10 µM. 1.2% of 310,000 active;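 active means ratio plate-corrected score three or more library SD toward inhibition, starting fluorescence score within five deviations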;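 further: score derived from kinetic fluorescence span divided by baseline fluorescence per well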
# TRPC6 inhibitor – mouse TRPC6 channel inhibition | Q61143 | HEK293-TRPC6, membrane potential dye, ACh-evoked depolarization; active compounds read low | B-score at 10 µM | 1.1% of 310,000 active | AID 2553;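 active means B-score under library mean minus 3 SD, initial fluorescence not abnormally high, positive integrated signal ratio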;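 further: B-score derived from integrated fluorescence ratio over the kinetic read; more negative B-score means stronger inhibition of depolarization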
# MrgX1 agonist – activates human MrgX1 receptor signaling. MrgX1-HEK293 cells, Fluo-4 calcium fluorescence, agonist mode; active compounds read high. B-score at 10 µM. 0.44% of 310,000 active. AID 588627;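 active means calcium response B-score plate-corrected fluorescence ratio at least 3 library SD, with starting fluorescence B-score inside 5 SD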
#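 Material: MrgX1-expressing HEK293 cells; input: 15,000 cells per well; doses: test compound given as first of three sequential additions; schedule: overnight plating before 1 h dye loading; technique: Fluo-4 NW calcium-flux fluorescence, kinetic read; evaluation: baseline-normalised fluorescence change ratio, B-scored; control set: plate-wise positive and negative controls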
# The depositor's hits bear a star; i = inactive; x = not tested or not shown.
smiles,ANO1 activ,TRPC4 agonist,TRPC4 PAM,MrgX1 antag,MrgX1 PAM,TRPC6 activator,TRPC4 block,RGS4 inh,ANO1 block,TRPC6 inhibitor,MrgX1 agonist
O=C(CN1CCOCC1)NC1CC2CCC1C2 (configuration not stated),i,i,i,i,i,i,i,i,i,i,i
Nc1c(C(=O)O)sc2nc(-c3ccccc3)cc(-c3ccc(Cl)cc3)c12,i,i,i,i,i,i,i,i,i,i,i
CN(C(=O)CN1C(=O)S/C(=C\c2ccc(F)cc2)C1=O)C1CCS(=O)(=O)C1 (configuration not stated),i,i,i,i,i,i,i,i,i,i,i
O=C(Nc1ccnn1C1CCN(Cc2ccc(CO)o2)CC1)c1ccccc1,i,i,i,i,i,i,i,i,i,i,i
CCCCSc1nnc(-c2ccc(C)cc2)o1,i,i,i,i,i,i,i,i,i,i,i
CCCCC(=O)NS(=O)(=O)c1ccc(N=NN2CCOCC2)cc1,i,i,i,i,i,i,i,i,i,i,i
O=C1CCC(=O)N1c1ccc(CSc2nc3ccccc3[nH]2)cc1,i,i,i,i,i,i,i,i,i,i,i
NC(=O)COC(=O)c1ccc(Cl)c(S(=O)(=O)N2CCCCCC2)c1,i,i,i,i,i,i,i,i,i,i,i
O=C(CCN1CCN(c2ccccc2F)CC1)Nc1ccccc1F,i,i,i,i,i,i,i,i,i,i,i
Cc1ccc(-c2nc3cc(N)ccc3o2)cc1Br,i,i,i,i,i,i,i,i,i,i,i
COc1ccccc1N1CCN(S(=O)(=O)c2c(C(=O)N3CCOCC3)c(C)n(C)c2C)CC1,i,i,i,i,i,i,i,i,i,i,i
CCOC(=O)c1[nH]c2cc(OC)c(OC)cc2c1NC(=O)CN(C)C1CCCCC1,i,i,i,i,i,i,i,i,i,i,i
O=C(NCC1CCCO1)C(=O)NCC(c1ccco1)N1CCN(c2ccccc2F)CC1 (configuration not stated),i,i,i,i,i,i,i,i,i,i,i
COc1ccc(CCN2C(=O)CC(C(N)=O)SC2=Nc2ccccc2)cc1 (configuration not stated),i,i,i,i,i,i,i,i,i,i,i
N#Cc1cccc(NC(=S)Nc2ccccc2)c1,i,i,i,i,i,i,i,i,i,i,i
Cc1cccc(OC(=O)CN2C(=O)C3C4CCC(C4)C3C2=O)c1C (configuration not stated),i,i,i,i,i,i,i,i,i,i,i
CCCCc1cc(=O)oc2cc(C)cc(OCC(=O)O)c12,i,i,i,i,i,i,i,i,i,i,i
CC1CCN(S(=O)(=O)c2cc3c4c(c2)C(C)C(=O)N4CCC3)CC1 (configuration not stated),i,i,i,i,i,i,i,i,i,i,i
O=c1c2cnn(-c3ccccc3)c2nnn1/N=C/c1cccnc1,i,i,i,i,i,i,i,i,i,i,i
Cc1cccc(C)c1C(=NCCN(C)C)c1ccccc1,i,i,i,i,i,i,i,i,i,i,i
O=C(N/N=C/c1ccccn1)c1sc2ccccc2c1Cl,i,i,i,i,i,i,i,i,i,i,i
C=C(C)COc1ccc(-c2nc(N)ncc2-c2ccccc2OC)c(O)c1,i,i,22*,i,i,i,i,i,i,i,i
Cc1ccc(-c2csc3ncn(/N=C/N(C)C)c(=O)c23)o1,i,i,i,i,i,i,i,i,i,i,i
O=C(CN1C(=O)NC2(CCc3ccccc3C2)C1=O)NCC(F)(F)F (configuration not stated),i,i,i,i,i,i,i,i,i,i,i
COC(=O)CN1C(=O)C2(OCCCO2)c2ccccc21,i,i,i,i,i,i,i,i,i,i,i
COc1ccsc1NC(=O)OCc1ccc(Cl)cc1,i,i,i,i,i,i,i,i,i,i,i
O=C(COC(=O)c1cc[n+]([O-])cc1)Nc1ccc(SC(F)F)cc1,i,i,i,i,i,i,i,i,i,i,i
COC(=O)C1=C(O)CSC1=Nc1ccc(C)cc1,i,i,i,i,i,i,i,i,i,i,i
CCCc1noc(-c2cccc([N+](=O)[O-])c2)n1,i,i,i,i,i,i,i,i,i,i,i
CCOC(=O)CNC(=O)COc1coc(CN2CCN(c3ccc(F)cc3)CC2)cc1=O,i,i,i,i,i,i,i,i,i,i,i
COCCNC(=O)CSc1nc2cc3c(cc2c(=O)n1CCCC(=O)NCCc1ccc(OC)c(OC)c1)OCO3,i,i,i,i,i,i,i,i,i,i,i
COc1ncnc(NS(=O)(=O)c2ccc(N)cc2)c1OC,i,x,x,i,i,x,x,x,i,x,i
Cc1ccc(C)c(NC(=S)c2nc3ccccc3s2)c1,i,i,i,i,i,i,i,i,i,i,i
COc1ccc(OC)c2sc(NNC(=O)C3COc4ccccc4O3)nc12 (configuration not stated),i,i,i,i,i,i,i,i,i,i,i
O=C(NCCC1CCCCN1S(=O)(=O)c1ccc(F)cc1)C(=O)NCc1ccccn1 (configuration not stated),i,i,i,i,i,i,i,i,i,i,i
CCN(CC)S(=O)(=O)c1cccc(NC(=O)CN(C)C2CCCCC2)c1,i,i,i,i,i,i,i,i,i,i,i
Cc1nc2ccc(CN(C)c3ccc(C(=O)N[C@@H](CCC(=O)O)C(=O)O)s3)cc2c(=O)[nH]1,x,i,i,i,i,i,i,i,i,i,i
Cc1cc(SCCC(=O)O)nc2c(C)cccc12,i,i,i,i,i,i,i,i,i,i,i
O=C(COc1ccccc1)Nc1ccccc1Oc1ccccc1,i,i,i,i,i,i,i,i,i,i,i
COc1ccc(-c2nn(-c3ccccc3)cc2CO)cc1,i,i,i,i,10*,i,i,i,i,i,i
CCS(=O)(=O)Nc1cccc(-c2ccc3nnc(C)n3n2)c1,x,i,i,i,i,i,i,i,i,i,i
CCOC(=O)N1CCc2c(sc3c2c(=O)n(Cc2ccccc2)c(=O)n3CC(=O)NCCOC)C1,i,i,i,i,i,i,i,i,i,i,i
CCN(CC)CCCN(Cc1cc2cc3c(cc2[nH]c1=O)OCO3)C(=S)Nc1ccccc1OC,i,i,i,i,i,i,i,i,i,i,i
CCN(CCNC(=O)C1CCN(S(=O)(=O)c2c(C)noc2C)CC1)c1ccccc1,i,i,i,i,i,i,i,i,i,i,i
O=C1/C(=C/c2ccc([N+](=O)[O-])cc2)Oc2cc(O)ccc21,i,i,i,i,i,i,i,i,i,i,i
COc1ccccc1NC(=O)c1oc2ccccc2c1NC(=O)C1CC1,i,i,i,i,i,i,i,i,i,i,i
CCOc1ccc(-c2ccc(SCC(=O)N3CCN(c4ccccc4)CC3)nn2)cc1,x,i,i,i,i,i,i,i,i,i,i
O=C(NN1CC(=O)N(c2cc(Cl)cc(Cl)c2)CC1=O)c1sccc1Cl,i,i,i,i,i,i,i,i,i,i,i
O=[N+]([O-])c1ccc(Sc2ccc(Cl)c(Cl)c2)nc1,i,i,i,i,i,i,i,i,i,i,i
Cc1cc(OCC(=O)Nn2cnnc2)c(C)cc1Br,i,i,i,i,i,i,i,i,i,i,i
O=S(=O)(NCc1ccccc1)c1ccc(NC(=S)NCc2ccco2)cc1,i,i,i,i,i,i,i,i,i,i,i
CN1C(C(=O)NCc2ccc(OC(F)(F)F)cc2)CC2Cn3c(nc4cc(Cl)c(Cl)cc43)C21 (configuration not stated),i,i,i,i,i,i,i,i,i,i,i
Cc1cc(C(=O)N(C)CC(=O)Nc2ccc(Cl)c(C(F)(F)F)c2)no1,i,i,i,i,i,i,i,i,i,i,i
O=C(NC(=S)N1CCCCC1c1cccnc1)c1ccc(F)cc1 (configuration not stated),i,i,i,i,i,i,i,i,i,i,i
COc1ccc2oc(C(=O)OCC(=O)Nc3cc(S(=O)(=O)N4CCOCC4)ccc3C)c(C)c2c1,i,i,i,i,i,i,i,i,i,i,i
Cn1c(SCC(=O)Nc2ccccc2Br)nnc1-c1cnccn1,i,i,i,i,i,i,i,i,i,i,i
N#Cc1cc(Oc2ccc3ccccc3c2)c(-n2nnc3ccccc32)cc1C#N,i,i,i,i,i,i,i,i,i,i,i
CCCCN(C)CCNC(=O)Cn1c(=O)sc2ccccc21,i,i,i,i,i,i,i,i,i,i,i
Cc1ccc(CN2CCCN(Cc3cc(C)ccc3C)S2(=O)=O)cc1,i,i,i,i,i,i,i,i,i,i,i
Cn1cc(S(=O)(=O)N2CCCC2)cc1C(=O)NCc1ccc(Cl)cc1,i,i,i,i,i,i,i,i,i,i,i

# (list continues)
smiles,ANO1 activ,TRPC4 agonist,TRPC4 PAM,MrgX1 antag,MrgX1 PAM,TRPC6 activator,TRPC4 block,RGS4 inh,ANO1 block,TRPC6 inhibitor,MrgX1 agonist
N#C/C(=C/c1cn(CC(=O)O)c2ccccc12)c1ccc(F)cc1,i,i,i,i,i,i,i,i,i,i,i
Cc1ccc2nc(SCC(=O)Nc3cccc4ccccc34)nc(=O)n2c1,i,i,i,i,i,i,i,i,i,i,i
Cc1ccc(/C(C#N)=C\c2ccc(N3CCOCC3)o2)cc1,i,i,i,i,i,27*,i,i,i,i,i
CN(C)S(=O)(=O)Oc1ccsc1C(=O)Nc1ccccc1Cl,i,i,i,i,i,i,i,i,i,i,i
COC(=O)c1ccccc1NC(=O)Cn1ccnc1,i,i,i,i,i,i,i,i,i,i,i
COc1cc([N+](=O)[O-])ccc1NC(=O)CCCOc1ccc(C)cc1,i,i,i,i,i,i,i,i,i,i,i
CC(=O)Oc1ccc2c(=O)c(Oc3ccccc3)c(C)oc2c1OC(C)=O,i,i,i,i,i,i,i,i,i,i,i
COc1cccc(C2C3=C(N=C4SCC(=O)N42)c2ccccc2CC3)c1OC (configuration not stated),i,i,i,i,i,i,i,i,i,i,i
COc1ccccc1NC(=O)COC(=O)/C=C/c1ccccc1[N+](=O)[O-],i,i,i,i,i,i,i,i,i,i,i
CCCN1CCn2c3c(c4cc(Br)ccc42)CCCC31 (configuration not stated),i,i,i,x,x,i,i,i,x,i,x
